RBX1-CUL1 inh – inhibitors of human ROC1-CUL1 ubiquitin ligase activity; E3 ubiquitin-protein ligase RBX1 (Homo sapiens) + Cullin-1 (Homo sapiens), P62877+Q13616; inhibition, % at 10 µM; in vitro K48 di-Ub FRET, acceptor:donor ratio, 45 min; 140,000 compounds, 0.6% hits; in the data active means inhibition above about 25%
Target sequence (P62877 whole entry, looked up): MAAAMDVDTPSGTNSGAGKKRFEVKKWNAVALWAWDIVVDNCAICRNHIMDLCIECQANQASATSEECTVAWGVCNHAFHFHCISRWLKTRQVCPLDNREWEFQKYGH
Target sequence (Q13616 whole entry, looked up): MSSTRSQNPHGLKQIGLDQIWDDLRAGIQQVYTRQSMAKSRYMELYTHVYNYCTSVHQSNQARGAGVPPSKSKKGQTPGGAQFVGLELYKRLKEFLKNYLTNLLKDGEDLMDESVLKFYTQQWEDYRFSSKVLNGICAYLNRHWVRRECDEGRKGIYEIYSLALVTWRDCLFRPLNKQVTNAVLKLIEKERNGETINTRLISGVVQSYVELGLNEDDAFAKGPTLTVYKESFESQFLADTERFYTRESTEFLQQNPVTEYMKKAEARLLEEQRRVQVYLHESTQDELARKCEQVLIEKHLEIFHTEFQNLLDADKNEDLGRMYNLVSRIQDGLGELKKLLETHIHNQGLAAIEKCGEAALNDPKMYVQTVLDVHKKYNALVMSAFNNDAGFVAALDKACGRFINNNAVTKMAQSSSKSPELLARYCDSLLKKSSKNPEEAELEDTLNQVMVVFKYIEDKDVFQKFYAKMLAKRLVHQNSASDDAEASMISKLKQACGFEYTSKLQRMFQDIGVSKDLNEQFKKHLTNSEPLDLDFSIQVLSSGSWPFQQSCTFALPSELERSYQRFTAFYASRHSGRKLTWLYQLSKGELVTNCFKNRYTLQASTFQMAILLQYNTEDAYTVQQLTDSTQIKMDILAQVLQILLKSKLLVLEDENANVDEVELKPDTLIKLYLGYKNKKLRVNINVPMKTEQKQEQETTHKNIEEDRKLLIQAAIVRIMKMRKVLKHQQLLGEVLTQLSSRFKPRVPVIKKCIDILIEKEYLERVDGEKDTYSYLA
An asterisk follows results filed as active; & = joins results of further samples. A portion of the library, so the mix of outcomes need not match the whole.

SMILES | RBX1-CUL1 inh
Cc1ccccc1NC(=O)c1ccccc1Br | 1
CN(C)c1ccc(C(CC(=O)c2ccccc2)S(=O)(=O)c2ccc(Br)cc2)cc1 (stereo not given) | -3
CCSc1cc(N2CCOCC2)nc(-c2ccccc2)n1 | 1
OCCCNc1ccnc2cc3ccccc3cc12 | 8
CC(C)N1C(=O)S/C(=C/c2ccc(N3CCCCC3)o2)C1=O | 1
Cc1ccccc1NCc1nnc(SCC(=O)N/N=C/c2cccc3ccccc23)n1-c1ccccc1 | -4
COc1ccc(C2CC(=O)N=C(SCC(N)=O)C2C#N)cc1OC (stereo not given) | -4
COC(=O)C(CCSC)Nc1ncnc2onc(-c3ccc(F)cc3)c12 (stereo not given) | 7
Cc1ccc(S(=O)(=O)N2C(=O)C(CC(=O)Nc3ccccc3)SC2=Nc2ccccc2)cc1 (stereo not given) | 3
Cc1ccc(C(=O)COC(=O)c2cccc(NC(=O)Cc3ccccc3)c2)cc1 | -8
CC(NC(=O)Cc1c(Cl)cccc1Cl)C1CCCO1 (stereo not given) | -6
CCOc1cc(-c2ccc(O)c(O)c2)cc(=Nc2ccc(Br)cc2)c2c(C)oc(C)c12 | 50*

The last six entries of the part before open the next one.
SMILES | RBX1-CUL1 inh
COc1ccc(C2CC(=O)N=C(SCC(N)=O)C2C#N)cc1OC (stereo not given) | -4
COC(=O)C(CCSC)Nc1ncnc2onc(-c3ccc(F)cc3)c12 (stereo not given) | 7
Cc1ccc(S(=O)(=O)N2C(=O)C(CC(=O)Nc3ccccc3)SC2=Nc2ccccc2)cc1 (stereo not given) | 3
Cc1ccc(C(=O)COC(=O)c2cccc(NC(=O)Cc3ccccc3)c2)cc1 | -8
CC(NC(=O)Cc1c(Cl)cccc1Cl)C1CCCO1 (stereo not given) | -6
CCOc1cc(-c2ccc(O)c(O)c2)cc(=Nc2ccc(Br)cc2)c2c(C)oc(C)c12 | 50*
Cc1ccc(OC(=O)C2CCCCC2)c(C)c1 | 3
COC(=O)Nc1ccc(S(=O)(=O)N2CCCC(C(=O)Nc3ccc(C(C)(C)C)cc3)C2)cc1 (stereo not given) | 9
O=C(Nc1ccc(-c2cn3ccsc3n2)cc1)c1ccc(Cl)cc1 | -7
Cc1cccc(Nc2nc3nonc3nc2N2CCC(C)CC2)c1C | -5
C=CCn1c(COc2ccc(Cl)cc2)nnc1SCC(=O)Nc1ccc(Cl)cc1 | -5
Cc1ccc(S(=O)(=O)C(CNC(=O)C(=O)NCCc2ccc(Cl)cc2)c2cccs2)cc1 (stereo not given) | -4
COc1ccc(-n2cc(C(=O)NCc3ccccc3Cl)c3ccccc3c2=O)cc1 | 5
O=C(Nc1cccc(C(F)(F)F)c1)Nc1nn[nH]n1 | -1
Cc1ccc(Cl)cc1N1CCN(CCCNc2ncnc3onc(-c4ccc(F)cc4)c23)CC1 | -6
CC1=Nc2nc(-c3cccs3)nn2C(c2ccc(C#N)cc2)C1C(=O)Nc1ccc(F)cc1 (stereo not given) | -3
Cc1cccnc1N1CCC(C2CCN(Cc3cccnc3)CC2)C1 (stereo not given) | 4
CCc1ccccc1NC(=O)CSc1nnc(-c2ccc(Cl)c(Cl)c2)n1C | 11
CCOC(=O)C1=C(C)N=C(C)C(C(=O)OCC)C1c1ccc(-c2cccc(Cl)c2Cl)o1 (stereo not given) | -9
COc1cc2c(cc1OC)C1=C(c3ccccc3C1)N(C)CC2 | -8
CSc1ccc(C(Nc2ccccn2)c2ccc3ccc(C)nc3c2O)cc1 (stereo not given) | -11
CCc1ccc(CN(Cc2ccco2)C(=O)c2cc(-c3ccc(C)c(F)c3)on2)cc1 | -9
O=C(Nc1ccc(F)cc1)c1cc2cc3ccc(Cl)cc3nc2o1 | -2
CCOc1ccc2nc(NC(NC(C)=O)(C(=O)OC)C(F)(F)F)sc2c1 (stereo not given) | 4
CCOc1ccccc1C=Nc1ccccc1C(=O)Nc1ccccc1 | -4
CCS(=O)(=O)N1CCCC(C(=O)NCc2ccc(Cl)cc2)C1 (stereo not given) | 12
O=C1OC2(CCCCC2)OC(=O)C1=Cc1c[nH]c2ccccc12 | 5
CC1CN(C(=O)N2CCC(C(=O)NCc3ccco3)CC2)c2cc(Cl)ccc2O1 (stereo not given) | 0
COc1ccc(-n2c(-c3ccc(F)cc3)nc(=S)c3c2CCCC3)cc1 | 4
CC1=Nc2nc(CCCO)nn2C(c2ccc3c(c2)OCO3)C1C(=O)Nc1cccnc1 (stereo not given) | 2

The closing three compounds of the part before open the next one:
SMILES | RBX1-CUL1 inh
CC1CN(C(=O)N2CCC(C(=O)NCc3ccco3)CC2)c2cc(Cl)ccc2O1 (stereo not given) | 0
COc1ccc(-n2c(-c3ccc(F)cc3)nc(=S)c3c2CCCC3)cc1 | 4
CC1=Nc2nc(CCCO)nn2C(c2ccc3c(c2)OCO3)C1C(=O)Nc1cccnc1 (stereo not given) | 2
Clc1ccc(-c2ccc(/C=N/Nc3nc(Nc4ccccc4)nc(Nc4ccccc4)n3)o2)cc1Cl | 1
CCOCc1nn2c(-c3cc(C)cc(C)c3)nnc2s1 | 8
CCn1c(=O)c2ccccc2n(Cc2ccc(C)cc2)c1=O | -4
CC(C)C(=O)NC(=S)Nc1ccc(S(N)(=O)=O)cc1 | -5
CCOC(=O)NC(=O)C(C=Nc1ccc(C)cc1)C(=O)NC(=O)OCC | -3
Cc1ccccc1N1C(S)=C(C#N)C(=O)NC1c1ccccc1Cl (stereo not given) | -8
CN1C(=O)C(c2cn(C)c3ccccc23)(c2cn(C)c3ccccc23)c2cc(Br)ccc21 | 1
CCOC(=O)c1ccccc1NC(=O)N(C)CCc1c(C)nn(CC)c1C | -12
COc1ccc(C(=O)C2C(=O)C(=O)N(CCN3CCOCC3)C2c2ccc(Cl)cc2)cc1OC (stereo not given) | 9
COc1ccc(-c2[nH]ncc2CN2CCc3ccccc3C2)cc1F | 6
O=C1C=C(N2CCOCC2)CCC12C(=O)Oc1ccc(O)cc12 (stereo not given) | 5
FC(F)(F)c1ccc2nnnn2c1 | -1
COc1cccc(NC(=O)C2CCN(S(=O)(=O)N(C)C)CC2)c1 | -6
COCCn1c(=O)[nH]c2cc(C(=O)N3CCN(c4ccc(Cl)cc4)CC3)ccc2c1=O | -8
COc1cc(OC)c(NC(=O)Cn2cnc3nc4c(cc3c2=O)CCCC4)cc1Cl | -4
CCOC(=O)c1ccc(NC(=O)CSCc2ccc(Cl)cc2)cc1 | 1
Cc1ccc(CCNS(=O)(=O)c2ccc3c(c2)CCN3C(=O)CCC(=O)O)cc1 | 0
CCOC(=O)c1ccc2oc(-c3ccccc3)cc2c1 | -7
CC1(C)CC(NC(=O)c2coc(COc3cccc4cccnc34)n2)CCO1 (stereo not given) | -8
CC1=CC(C)(C)N(S(=O)(=O)c2ccc(Br)cc2)c2cc(C)ccc21 | -1
Cc1cccc(CSc2ncc(Cl)c(C(=O)Nc3nnc(C)s3)n2)c1 | 5
CCOCCN1C(=O)/C(=C/c2cccn2-c2ccc(O)cc2)SC1=Nc1ccccc1 | -2
Cc1cc(NC(c2nnc(-c3ccccc3)o2)c2ccccc2F)ccc1Br (stereo not given) | -3
COc1cc(CN2CCc3nnc(CNC(=O)c4cccc(F)c4)n3CC2)cc(OC)c1 | 8

In the list so far, these have a thiophene ring, fused or not.
SMILES | RBX1-CUL1 inh
Cc1ccc(S(=O)(=O)C(CNC(=O)C(=O)NCCc2ccc(Cl)cc2)c2cccs2)cc1 (stereo not given) | -4
CC1=Nc2nc(-c3cccs3)nn2C(c2ccc(C#N)cc2)C1C(=O)Nc1ccc(F)cc1 (stereo not given) | -3

Next section:
SMILES | RBX1-CUL1 inh
CCC1CN(C(=O)NCc2ccc(F)cc2)c2cc(Cl)ccc2O1 (stereo not given) | 4
CC(=O)N(Cc1ccccc1)Cc1c(C(=O)O)oc2cccc(O)c12 | 3
CC(=O)Nc1ccc2c(c1)n1ccccc1[n+]2CC(=O)N1CCOCC1 | -2
COC(=O)Cn1nc(C)c2c(C)n(-c3ccccc3)nc2c1=O | 0
COc1ccc(N(C)C(=O)c2nc(-c3cccc(F)c3)n3c2CCCCC3)c(OC)c1 | -6
Cc1ccc(C)c(CSc2nnc3[nH]c(=O)cc(C)n23)c1 | -3
Cc1ccc(N2CCN(S(=O)(=O)c3ccc(-n4cnnn4)cc3)CC2)c(C)c1 | -6
CC(C)(C)OC(=O)N1CC=C2C(C#N)C(=N)C(C#N)(C#N)C(c3ccsc3)[C@H]2C1 (stereo not given in full) | 11
CCN1CCN(C(=O)C2CCN(Cc3cccc(C)c3)CC2)CC1 | -8
CCNC(=O)CC1C(=O)N(c2ccc(F)cc2)C(=O)N1Cc1ccc(C)cc1 (stereo not given) | -2
CCN(CC)C1=NC=CC(c2ccccc2)=CC1SC (stereo not given) | 7
Cc1nn(-c2ccccc2)c(C)c1/C=N/NC(=O)c1cccc(Cl)c1 | 8
O=c1cc2nc(-c3cccs3)nc(SCCOc3ccc(Cl)cc3)n2[nH]1 | -7
CC1(C)Nc2ccccc2-c2c1ssc2=Nc1cccc(NC(=O)c2ccccc2)c1 | -7
CO/C=C1\CCN(S(=O)(=O)c2ccc(C)cc2)c2ccccc2C1=O | 12
O=S(=O)(c1ccccc1)c1nc(-c2ccccc2)oc1N1CCN(c2cccc(Cl)c2)CC1 | -4
Cc1nc(C2CCN(C(=O)c3cccc(-c4ncn[nH]4)c3)CC2)cc(=O)[nH]1 | -1
COc1cccc(NC(=O)c2c(C)oc3nc(C)nc(N4CCCC4)c23)c1 | 5
COC(=O)CN1C(=O)C(O)(CC(=O)c2ccc(F)cc2)c2ccccc21 (stereo not given) | 1
COc1cccc(-c2ccc3c(N)c(C(=O)c4ccc(Cl)cc4)sc3n2)c1 | 6
CCOC(=O)C1=NC(=S)C(C#N)=C(C)C1 | -10
COC(=O)/C=C/C(=O)Nc1ccc(O)c(Cl)c1 | 6
CCCOc1ccc(NC(=O)CC2C(=O)N(c3ccc(C)cc3)C(=O)N2Cc2cccc(OC)c2)cc1 (stereo not given) | -2
CCc1ccc(-n2nc(C)c3c(C)cc(=O)n(CC(=O)Nc4cc(C)ccc4C)c32)cc1 | 1

The last three compounds of the part above are carried over, then new ones follow.
SMILES | RBX1-CUL1 inh
COC(=O)/C=C/C(=O)Nc1ccc(O)c(Cl)c1 | 6
CCCOc1ccc(NC(=O)CC2C(=O)N(c3ccc(C)cc3)C(=O)N2Cc2cccc(OC)c2)cc1 (stereo not given) | -2
CCc1ccc(-n2nc(C)c3c(C)cc(=O)n(CC(=O)Nc4cc(C)ccc4C)c32)cc1 | 1
Cc1ccccc1N1CCN(c2ncccc2CNC(=O)CN(C)C)CC1 | -1
Fc1ccc(-c2nn(-c3ccc(Cl)cc3)c3c2cnc2ccc(F)cc23)cc1 | -8
CCOc1ccc(CC(=O)NCCc2sc(-c3cccc(F)c3)nc2C)cc1 | 5
O=C(COc1ccc(Cl)cc1Cl)Oc1ccc2ccccc2c1 | 2
CC(C)Sc1cc(N2CCCC2)nc(-c2ccccc2)n1 | -2
O=C(CS(=O)(=O)Cc1ccccc1)Nc1ccccn1 | 7
Cc1sc2nc(SCC(=O)c3ccc(F)cc3)n(N)c(=O)c2c1C | 5
CN(Cc1cnn(C)c1)C(=O)c1cc(COc2cccc(C(F)(F)F)c2)[nH]n1 | -7
COc1ccc(-c2nc(S(=O)(=O)c3ccc(Cl)cc3)c(NCc3ccccc3)o2)cc1 | -4
O=C(Cn1cc(S(=O)(=O)Cc2ccc(F)cc2)c2ccccc21)NCc1ccccc1 | 4
CC(=O)Nc1ccc(S(=O)(=O)Nc2nc3c(s2)CCCC3)cc1 | 10
CCc1ccc(CNC(=O)CCn2nc(C)c3c(C)n(-c4ccccc4)nc3c2=O)cc1 | -4
COc1cccc(CC(C2CCN(C(=O)/C=C/c3cccnc3)CC2)N(C)C(=O)c2ccsc2)c1 (stereo not given) | 7
Cc1cc(C)c2nc(-n3cncn3)c(C)cc2c1 | -1
O=C(NCc1ccncc1)Nc1cccc(F)c1 | 6
CC(=O)Oc1ccc(N2C(=O)c3c(Cl)c(Cl)c(Cl)c(Cl)c3C2=O)cc1 | -2
Nc1ccc(-c2cnc3ccccc3n2)cc1 | 3
CN(Cc1ccc2nsnc2c1)Cc1c(C(=O)N2CCCC2)nc2sccn12 | 1
CC1=NN(c2nc3ccccc3s2)C(=O)/C1=C/c1ccc(Cl)cc1 | -11
COCCN1C(=O)NC(Cc2ccc(F)cc2)(C2CCN(C(=O)c3c(F)cccc3F)CC2)C1=O (stereo not given) | 9
C=CCN=c1scc(-c2ccc(OC)cc2)n1NC(=O)c1ccc(Br)cc1 | -4
COc1ccc(OC)c(/C=C2\SC(=O)N(CC(=O)O)C2=O)c1 | -4
O=C(CSc1ncnc2sc3c(c12)CCCC3)Nc1ccccc1C(F)(F)F | 0
CC(CNC(=O)c1ccc2nc(CCc3ccccc3)oc2c1)c1ccccc1 (stereo not given) | -1
CC1CCN(C(=O)c2ccc3c(c2)N(Cc2ccccc2F)C(=O)c2ccccc2S3(=O)=O)CC1 | -3
O=c1nc(N2CCOCC2)ccn1C(N=C(c1ccccc1)N1CCOCC1)=C(Cl)Cl | -2
Fc1ccc(Nc2nc3nonc3nc2Nc2cccc(C(F)(F)F)c2)cc1 | 3
CC(=O)OC1[C@@H](OC(=O)C(C)(C)C)[C@H](OC(=O)C(C)(C)C)C(OC(C)=O)[C@H](OC(=O)C(C)(C)C)[C@H]1OC(=O)C(C)(C)C (stereo not given in full) | 0
COc1cc(CN2CCOCC2)ccc1OCC(O)CN1CCCCCCC1 (stereo not given) | 11
COc1ccc(N=C(NO)/C(C)=N\N=C(\C)C(=Nc2ccc(OC)cc2)NO)cc1 | 2
Cn1c(CN2CCCC(CNC(=O)c3cc4ccccc4[nH]3)C2)nc2ccccc21 (stereo not given) | -2
O=C1CC(c2cccc(Cl)c2)c2ccc3ccccc3c2N1 (stereo not given) | 2
CN(C(=O)c1cc2nc(-c3ccco3)cc(C(F)(F)F)n2n1)c1ccc(OC(F)(F)Cl)cc1 | 0&-8
O=C(O)C1=CC(c2ccccc2)n2ncnc2N1 (stereo not given) | 5
O=S(=O)(Nc1ccccc1Cl)c1ccc(Br)s1 | -1
COc1cccc(-c2ccc(NC(=O)C3CCCN3C3CCSCC3)cc2)c1 (stereo not given) | 7
N#Cc1c(N2C(=N)C(C#N)C(c3ccc(Br)cc3)C3=C2CCCC3=O)sc2c1CCCC2 (stereo not given) | 4
CCc1ccc(NC(=O)N2CCN(Cc3nc4ccc(C)cc4o3)CC2)cc1 | -4

High-throughput results from PubChem BioAssay.
